# Screening results deposited in PubChem BioAssay by National Center for Advancing Translational Sciences (NCATS).
# KB-3-1 tox: kills parental KB-3-1 adenocarcinoma cells | 400,000 tested, 1.4% active | Potency, µM (series often up to 46.1 µM), for the others: top-dose activity change, negative = cytotoxic, most hits filed as cytotoxic | KB-3-1 viability, CellTiter-Glo ATP luminescence, 72 h; further: on the % scale 0 is the no-effect control and ±100 the full control effect; nearly all actives have a fitted effect of over 60% in size
#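 Luminescent ATP read-out (CellTiter-Glo) measures survival of drug-naive KB-3-1 cells after 72 h compound exposure at 37 °C. Titration series was screened from lowest to highest concentration, with DMSO vehicle plates as background controls.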
# GLP1R ag: activates the human GLP-1 receptor; P43220; HEK293 GLP-1R CRE-luciferase, luminescence, 4-6 h; cells express a hypersensitive GLP-1R form; Potency, µM (series often up to 45.6 µM), inactives show top-dose activation, usual class: activators; 380,000 tested, 0.007% active; further: % of control where 0% means no effect
# Target sequence (P43220 whole entry, looked up): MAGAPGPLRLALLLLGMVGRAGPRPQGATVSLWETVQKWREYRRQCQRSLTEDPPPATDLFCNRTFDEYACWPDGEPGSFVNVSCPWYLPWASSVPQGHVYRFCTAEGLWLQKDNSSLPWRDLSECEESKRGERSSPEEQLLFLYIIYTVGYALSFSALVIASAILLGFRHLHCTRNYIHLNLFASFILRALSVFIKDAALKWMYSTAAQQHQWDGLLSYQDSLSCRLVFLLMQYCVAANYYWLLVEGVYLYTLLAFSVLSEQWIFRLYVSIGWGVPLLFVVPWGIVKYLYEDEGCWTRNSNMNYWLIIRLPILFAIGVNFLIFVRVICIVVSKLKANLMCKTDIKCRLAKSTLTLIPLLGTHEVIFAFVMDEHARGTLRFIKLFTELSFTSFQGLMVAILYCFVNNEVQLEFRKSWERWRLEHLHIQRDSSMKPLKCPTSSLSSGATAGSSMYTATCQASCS
# GLP1R cytotox: cytotoxicity in counter-screen for GLP-1R inverse agonists. HEK293 cAMP-luciferase reporter cells, luminescence, 24 h. Potency, µM (highest dose often 38.3 µM), inactives show at the highest dose activity change, negative = inhibition, actives largely listed as inhibitors. 410,000 tested, 0.13% active. AID 624418;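 further: loss of luciferase light is scored as toxicity; on the % scale 0 is the no-effect control and ±100 the full control effect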
#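 Quantitative HTS format, 1536 wells, 200 cells/uL seeded. Compounds: 23 nL, 24 h, 37 °C. Detection: luciferase reagent, luminescence at 12 min RT; decreased signal taken as cytotoxic.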
# HT1080-NT tox: kills 2HG-producing HT-1080-NT fibrosarcoma cells; Potency, µM (titrated, usually from 46.1 µM), without a hit: top-dose activity, negative = less viability, hits mostly cytotoxic; 360,000 tested, 1.6% active; HT-1080-NT fibrosarcoma viability, CellTiter-Glo ATP luminescence, 48 h; AID 686970;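 further: NT is the 2HG producing partner of a matched IDH1 knockdown line; 0% = DMSO-treated cells and -100% = media-only wells without cells; nearly all actives have a fitted effect of over 55% in size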
#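 A 48-hour cytotoxicity screen used HT-1080-NT cells plated 2 hours before compound delivery. ATP-based CellTiter-Glo luminescence measured viability, normalized to DMSO and no-cell controls.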
# SW480 rerep: DNA re-replication induction in SW480 cells | SW480 DNA re-replication, Hoechst DNA content imaging, 48 h | Potency, µM (highest dose often 46.1 µM), for inactives: top-dose re-replication activation, most hits filed as activators | AID 624297 | 340,000 tested, 1.8% active; further: % of control where 0% means no effect; nearly all actives have a fitted effect of over 55% in size
#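 Readout is total intensity of Hoechst-stained nuclei, excited at 405 nm and collected at 500-530 nm. Compound treatment lasted 48 hr at 37 C in 5% CO2 before staining.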
# HT1080 IDH1KD tx: HT-1080 IDH1 knockdown cell toxicity (counter line) | HT-1080 IDH1 knockdown viability, ATP luminescence, 48 h | Potency, µM (titrated, usually from 46.1 µM), for the others: at the highest dose activity, negative = toxicity, most hits filed as cytotoxic | 360,000 tested, 2% active;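 further: 0% = DMSO wells and -100% = cell-free medium wells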
#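 IDH1KD HT-1080 cells, 750/well, RPMI + 5% FBS; compound pinned after 2 h settling; 48 h, 37 °C; CellTiter-Glo luminescence; % activity normalised to DMSO and no-cell wells; curves fitted, classed by r2 and efficacy.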
# GLP1R inv ag: acts as inverse agonist at human GLP-1 receptor | 410,000 tested, 1.6% active | AID 624417 | P43220 | HEK293 GLP-1R CRE-luciferase, luminescence, 24 h; GLP-1R form is constitutively active | Potency, µM (series often up to 38.3 µM), inactives show top-dose activity change, negative = inhibition, actives largely listed as inhibitors; further: on the % scale 0 is the no-effect control and ±100 the full control effect; nearly all actives have a fitted effect of over 55% in size
#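 Readout was luciferase luminescence, measured 12 min after detection reagent at room temperature. Beforehand, GLP-1R reporter HEK293 cells had sat 12 h, then received compounds for 24 hr at 37 deg C.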
# KB-V1 cytotox: kills drug-selected multidrug resistant KB-V1 cells; KB-V1 MDR cells viability, CellTiter-Glo, 72 h; Potency, µM (top dose mostly 46.1 µM), for inactives: top-dose activity change, negative = cytotoxicity, most hits filed as cytotoxic; 400,000 tested, 3.4% active; AID 1347076; further: on the % scale 0 is the no-effect control and ±100 the full control effect; nearly all actives have a fitted effect of over 60% in size
#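 Readout: CellTiter-Glo luminescence, 10 min after addition. Cells: KB-V1 MDR subline, 72 h at 37 degrees C with compound. Analysis: corrected, normalized data fitted to concentration-effect curves.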
# TDP-43 yeast inh: inhibitors of TDP-43 toxicity in yeast; TDP-43 expressing yeast growth rescue, BacTiter-Glo, 24 h; 410,000 tested, 1.8% active; Potency, µM (top dose mostly 46.1 µM), for inactives: top-dose growth rescue (activation), most hits filed as activators; further: % of control where 0% means no effect; nearly all actives have a fitted effect of over 50% in size
#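 Yeast cells expressing TDP-43 under galactose induction are exposed to compounds for 24 hr at 30 deg C. BacTiter-Glo luminescence measures growth, so protective compounds score as activators.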
# * = called active by the depositor; ? = inconclusive; · = not tested or not shown; [ ] = remark or other dose. The call rests on the fitted dose curve; in most records, active means well fitted curve in the direction sought with a large enough effect; inconclusive means small, poorly fitted or top-dose-only effect, or another doubt; inactive means no such curve, though single readings can be large; an effect the other way counts as inactive or inconclusive. Potency means the concentration at half of the fitted maximal effect. An unsorted share of the library; about 9.4% have a hit in one of these screens.
[1] CC(=O)N1CCN(CC(O)Cn2c3ccccc3c3ccccc32)CC1 (centres undefined)
[2] CC1(C)Cc2ccccc2-c2nnc(SCC(=O)Nc3nc4ccccc4s3)n21
[3] Cn1cccc1C(=O)C(=O)Nc1ccc(Cl)cc1
[4] C/C(CC(=O)Nc1ccccc1C)=N\NC(=O)Cc1csc(N)n1
[5] CCN(CC)S(=O)(=O)c1cccc(-c2nnc(SCCOc3ccc(Cl)cc3)o2)c1

assay / entry	1	2	3	4	5
KB-3-1 tox	28%	?	5%	-5%	?
GLP1R ag	15%	0%	-13%	-10%	-5%
GLP1R cytotox	-11%	21%	-4%	-12%	-15%
HT1080-NT tox	3%	1%	-3%	11%	-3%
SW480 rerep	-1%	-3%	-3%	-4%	18%
HT1080 IDH1KD tx	-4%	5%	-6%	15%	?
GLP1R inv ag	-18%	7%	?	1%	?
KB-V1 cytotox	7%	3.3µM*	0%	11%	?
TDP-43 yeast inh	-8%	-26%	26%	2%	-17%

# The list goes on, overlapping the part above by 3 compounds.
[3] Cn1cccc1C(=O)C(=O)Nc1ccc(Cl)cc1
[4] C/C(CC(=O)Nc1ccccc1C)=N\NC(=O)Cc1csc(N)n1
[5] CCN(CC)S(=O)(=O)c1cccc(-c2nnc(SCCOc3ccc(Cl)cc3)o2)c1
[6] Cc1cccc(S(=O)(=O)NCC2CCCO2)c1 (centres undefined)
[7] O=C(Nc1nnc(-c2ccc(F)cc2)s1)C1CCN(S(=O)(=O)c2ccc(Cl)cc2)CC1
[8] Cc1sc2nc(CN3CCCC3)nc(N3CCN(S(=O)(=O)c4cccs4)CC3)c2c1C
[9] O=C(COC(=O)CCC(=O)c1ccc2c(c1)OCCO2)NCc1ccc2c(c1)OCO2
[10] CCN(CC)S(=O)(=O)c1ccc(C(=O)Nc2nc3c(Cl)cc(Cl)cc3s2)cc1

assay / entry	3	4	5	6	7	8	9	10
KB-3-1 tox	5%	-5%	?	-5%	?	?	0%	21µM*
GLP1R ag	-13%	-10%	-5%	-3%	-6%	1%	-9%	-5%
GLP1R cytotox	-4%	-12%	-15%	-1%	1%[1.53 µM]	?	-26%	-3%
HT1080-NT tox	-3%	11%	-3%	5%	8%	?	1%	·
SW480 rerep	-3%	-4%	18%	-2%	-1%	7%	2%	·
HT1080 IDH1KD tx	-6%	15%	?	5%	-1%	16µM*	-1%	·
GLP1R inv ag	?	1%	?	1%	19%	?	18%	-11%
KB-V1 cytotox	0%	11%	?	21%	-3%	18µM*	20%	0%
TDP-43 yeast inh	26%	2%	-17%	9%	-4%	-27%	5%	0%

[11] Cn1c(=O)c2c(nc(NCCCO)n2C/C=C/c2ccccc2)n(C)c1=O
[12] Cc1cc(Nc2ccc(Br)cc2)n2nc(C)nc2n1
[13] Cc1ccc(S(=O)(=O)N2CCC(=O)N(C(CO)C(C)C)CC2)cc1 (centres undefined)
[14] CCOc1ccccc1Nc1ncnc2ccc(Br)cc12
[15] CC(C)(C)NC(=O)N1CCC(CO)(Cc2ccccc2Cl)CC1
[16] Cc1cc(C(=O)Nc2ccc(Cl)cc2)c(C)n1Cc1cccs1

assay / entry	11	12	13	14	15	16
KB-3-1 tox	-16%	3%	9%	-10%	1%	0%
GLP1R ag	5%	3%	-1%	9%	-1%	6%
GLP1R cytotox	-18%	-1%	2%	-6%	8%	?
HT1080-NT tox	-17%	-13%	3%	-10%	6%	-30%
SW480 rerep	15%	1%	0%	7%	0%	?
HT1080 IDH1KD tx	-3%	5%	8%	-12%	3%	?
GLP1R inv ag	1%	1%	14%	-24%	?	?
KB-V1 cytotox	?	2%	15%	-13%	?	-5%
TDP-43 yeast inh	16%	?	-5%	-16%	3%	?

# Results in sequence from above:
# Entries 11–16 in KB-3-1 tox read -16%, 3%, 9%, -10%, 1%, 0%
# Entries 11–16 in KB-V1 cytotox read ?, 2%, 15%, -13%, ?, -5%
# Entries 11–16 in HT1080-NT tox read -17%, -13%, 3%, -10%, 6%, -30%
